# High-throughput results: PubChem, several laboratories
# AI-2 QS mod – Vibrio harveyi AI-2 quorum sensing modulation | actives 0.4% (n = 300,000) | Vibrio harveyi JMH597 AI-2 luminescence/OD600 ratio, 9 h; active compounds read low; strain lacks LuxN and CqsS sensors; 0 = neutral-control median | activity change, % at 7.5 µM | AID 2094; in the data active means activity change below about -75%, passing the limit was not always enough; inconclusive means no clear call, values can overlap the other calls;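 further: luminescence divided by OD600 gain over 9 h not by final OD600 alone; inactives centre near 13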
# KLF5 inhibitor – kruppel-like factor 5 inhibition; actives 0.23% (n = 290,000); DLD-1 KLF5 promoter-luciferase reporter, luminescence; inhibition, % at 5 µM;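 active means inhibition above a per-plate limit of that plate's mean compound inhibition plus 3 SD, cut at about 60% in these data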;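 further: 0% = DMSO wells and 100% = LY294002 at 200 µM; higher means less KLF5 promoter-driven luciferase light; inactives centre near -14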
# HSP90 inh – HSP90 refolding inhibition in rabbit reticulocyte lysate; luciferase refolding luminescence, 3 h; inhibition, % at 5.6 µM; actives 0.91% (n = 290,000);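 active means inhibition above the screen-wide mean plus 3 SD, computed separately per campaign, cut at about 16% in these data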;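 further: 0% = DMSO wells and 100% = 60 µM geldanamycin wells; inhibitors lower the luminescence because luciferase stays unfolded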
# HSF1 activator – increases HSF-1 driven luciferase reporter signal. NIH3T3-HGL HSF-1 luciferase reporter, MG132, 8 h; 100% = twice DMSO control signal. actives 1.7% (n = 300,000). AID 504408. activation, % at 9 µM;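 active means mean replicate activation of at least 50% with a set share of replicates each reaching 50%; inconclusive means only one of those two conditions met; inactive means mean below 50% and too few replicates reaching it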;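 further: 0% = median of the neutral control wells and 100% = twice that signal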
# IEC-6 tox – IEC-6 cytotoxicity, counter-screen for KLF5 inhibitors; luminescence viability; inhibition, % at 5 µM; actives 0.78% (n = 290,000); AID 1825; in the data active means inhibition above about 22%;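 further: 0% = plate median of test compound wells and 100% = cytotoxic reference compound wells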
# aSyn 5UTR inh – MLPCN primary screen, SNCA 5' untranslated region | alpha-synuclein 5'UTR reporter, inhibitor activity | inhibition, % (tested at 7.5 µM) | actives 0.82% (n = 300,000); in the data active means inhibition above about 60%; inconclusive means no clear call, values can overlap the other calls;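 further: H4 neuroglioblastoma cells stably carrying SNCA 5'UTR luciferase fusion; 0% = DMSO wells and 100% = positive control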
# HDAC3 inh – blocks human histone deacetylase 3; recombinant HDAC3, fluorogenic peptide/trypsin coupled, fluorescence; inhibition, % at 8.3 µM; actives 0.15% (n = 320,000); AID 2718; in the data active means inhibition above about 26%, passing the limit was not always enough; inconclusive means no clear call, values can overlap the other calls
# Target sequence (O15379 whole entry, looked up): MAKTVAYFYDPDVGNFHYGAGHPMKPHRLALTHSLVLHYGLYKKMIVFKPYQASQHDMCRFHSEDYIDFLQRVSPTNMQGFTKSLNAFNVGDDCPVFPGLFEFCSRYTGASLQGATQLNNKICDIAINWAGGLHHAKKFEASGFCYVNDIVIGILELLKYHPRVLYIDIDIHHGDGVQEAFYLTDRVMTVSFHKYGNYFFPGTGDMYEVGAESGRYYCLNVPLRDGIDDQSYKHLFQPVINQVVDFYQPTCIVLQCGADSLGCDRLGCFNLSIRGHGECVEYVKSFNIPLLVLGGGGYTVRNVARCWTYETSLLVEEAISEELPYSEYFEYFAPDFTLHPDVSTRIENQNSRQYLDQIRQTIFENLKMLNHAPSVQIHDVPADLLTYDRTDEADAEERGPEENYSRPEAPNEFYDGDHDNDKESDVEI
# HSF1 inh – HSF1 inhibition; NIH3T3-HGL HSE-luciferase, MG132-induced, luminescence 8 h; active compounds read low; activity change, negative = inhibition, % at 7.5 µM (by protocol); actives 0.77% (n = 300,000); AID 2098;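 active means more than half of replicate wells show activity change below -50%, luminescence cut by over half; inconclusive means some wells, but at most half, below -50%; inactive means no replicate well below -50%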;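 further: luciferase reports HSF-1 transcriptional activity via heat shock element; 0% = median of DMSO wells and -100% = zero luminescence signal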
# Platelet DG rel – platelet dense granule release activity | AID 1663 | human platelet-rich plasma, SFLLRN dense granule ATP release, luminescence | actives 0.22% (n = 300,000) | inhibition, %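 (compounds screened at 7.5 µM in platelet-rich plasma)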;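 active means mean replicate score, as percent of positive control, at or above 50; inconclusive means mean below 50 but at least one replicate at or above 50; inactive means mean and every replicate below 50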
# HIF act – HIF pathway transcriptional activation; U2OS HRE-luciferase reporter, luminescence; normalized: DMSO 0%, desferrioxamine 100%; activation, % at 7.5 µM (by protocol); actives 0.32% (n = 300,000); AID 1910;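 active means mean activation of at least 10% of the iron chelator positive control signal, with at least half of replicates also reaching 10%; inconclusive means mean and replicate majority disagree about reaching 10%; inactive means mean and most replicates under 10%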
# Starred values were filed as active, the others as inactive; ? = inconclusive; . = no result given. Rows were taken by chance; any-hit rate near 5%.
SMILES,AI-2 QS mod,KLF5 inhibitor,HSP90 inh,HSF1 activator,IEC-6 tox,aSyn 5UTR inh,HDAC3 inh,HSF1 inh,Platelet DG rel,HIF act
O=C(/C=C/c1ccc(Cl)cc1)N(Cc1cccs1)C1CCS(=O)(=O)C1 (stereo not drawn),6,7,1,3,0,34,6,-3,-4,0.1
Nc1ccc(C#Cc2ccc3sc4ccccc4c(=O)c3c2)cc1,-9,.,.,9,.,-190,-9,9,-6,0.2
CC1=CC(C)(C)[N+](C)(C)c2ccccc21,-2,-11,1,-16,1,6,-4,-9,-6,0.1
O=C(NC1CCCC1)c1ccc2c(c1)N(Cc1ccccc1)CCS2,24,11,6,30,-3,-11,-2,26,-6,2.9
CCCC1C(c2ccc(OC)cc2)C(C#N)(C#N)C2(C#N)CC1(N)NC2=O (stereo not drawn),22,-11,-2,-10,-4,2,-4,-8,4,-0.1
O=C(c1ccc(-n2cncn2)c([N+](=O)[O-])c1)N1CCN(S(=O)(=O)c2cccc(F)c2)CC1,10,.,.,-3,.,22,0,0,6,-1.3
CCOC(=O)CSc1nc2c(sc(=S)n2-c2ccccc2)c(=O)n1-c1ccc(OC)cc1OC,-1,-46,7,19,-2,-9,2,10,-3,2.1
Cn1c(SCC(=O)N2CCCc3ccccc32)nnc1-c1ccccc1,12,26,-2,0,-1,5,-3,-4,7,-9.2
COc1ccccc1/C=N/NC(=S)NCc1ccco1,10,-23,2,-1,3,-3,8,-5,0,0.1
CC(C)c1ccc(NC(=S)N2CCCC2)cc1,9,-120,-4,-6,0,-86,6,-9,-7,2.1
CC1CC(C)CN(C(=O)C(NS(=O)(=O)c2ccc(Br)s2)c2ccccc2)C1 (stereo not drawn),14,-12,-4,-1,5,-3,6,-4,2,-0.5
CCOC(=O)N1CCN(C(c2ccccc2)c2sc3nc(C)nn3c2O)CC1 (stereo not drawn),21,4,-4,-7,-11,34,-2,-3,2,-0.4

# Reprinted from the part before: 2 compounds, followed by the next part.
SMILES,AI-2 QS mod,KLF5 inhibitor,HSP90 inh,HSF1 activator,IEC-6 tox,aSyn 5UTR inh,HDAC3 inh,HSF1 inh,Platelet DG rel,HIF act
CC1CC(C)CN(C(=O)C(NS(=O)(=O)c2ccc(Br)s2)c2ccccc2)C1 (stereo not drawn),14,-12,-4,-1,5,-3,6,-4,2,-0.5
CCOC(=O)N1CCN(C(c2ccccc2)c2sc3nc(C)nn3c2O)CC1 (stereo not drawn),21,4,-4,-7,-11,34,-2,-3,2,-0.4
Cn1c(NNC(=O)c2ccc(C(C)(C)C)cc2)cc(=O)n(C)c1=O,19,-22,6,-3,1,-51,-6,-3,1,0.2
O=C(N1CCOCC1)N1CCN(c2ccccn2)CC1,38,-12,4,26,-1,5,-1,7,-11,-0.4
Nc1cccc(C(=O)N/N=C/c2ccsc2)c1,6,4,-2,-14,-5,-11,1,-8,-3,0.1
CCCCNC(=O)c1onc(CSc2cccc(OCC)c2)c1C(=O)O,13,-7,-3,-19,-3,7,1,-9,10,-0.4
CC(C)OCCCNC(=O)c1ccc(N(C)S(C)(=O)=O)cc1,16,-4,-3,9,-2,-10,3,10,-6,0.5
C=C1CCN([C@@H](Cc2ccccc2)C(=O)NCCCc2ccccc2)S(=O)(=O)c2ccccc21,16,.,.,6,.,0,5,4,-3,-0.2
COc1cc(C(=O)N(Cc2ccccc2)c2cccc(C)c2)ccc1OC(F)F,20,-30,0,17,-1,-3,14,-1,2,-0.3
CSc1cccc(NC(=O)C2CCN(S(=O)(=O)c3cnc[nH]3)CC2)c1,2,5,-4,9,-5,-2,4,-4,0,-0.1
CC1=NN(c2ccccc2)C(=O)C1(C)C,12,0,-6,-8,2,19,11,2,-8,-1.4
COc1ccc(Cc2nc3ccc(C(=O)NCCc4ccncc4)cc3o2)cc1OC,12,-6,-3,-1,-3,20,.,2,3,0.1
O=C(COc1ccc(C(=O)NCCN2CCOCC2)cc1)Nc1cccc(C(F)(F)F)c1,-4,.,.,0,.,-5,-1,-4,-6,-0.7
Cc1cccc(-c2sc(Nc3ccccc3)n[n+]2-c2ccc(F)cc2)c1,18,-14,-7,13,-1,-22,4,7,-2,2.4
Cc1nc2ccccc2c(=O)n1Cc1ccc([N+](=O)[O-])cc1,-6,-26,0,7,-2,1,9,4,0,-0.7
COc1ccccc1-c1nnc(SCC(=O)Nc2ccc(Cl)cc2Cl)o1,8,-12,1,30,3,-83,-2,19,1,1.6
CCN1C(=O)[C@H]2[C@H]3[C@H](O)[C@H](O)C/C(=N\O[C@H](C)c4cn([C@H](CO)Cc5ccccc5)nn4)[C@@H]3CC[C@H]2C1=O,24,-27,0,-6,0,3,-9,-7,3,-0.2
COc1ccc(/C=N/NC(=O)c2sccc2C)c2ccccc12,5,.,.,30,.,-110,0,26,-1,2.6
CC(C#N)Sc1nc2ccccc2c(=O)n1-c1ccccc1 (stereo not drawn),52,2,-4,4,-1,21,0,-2,-1,-0.2
COc1cccc2c(N/N=C/c3ccco3)cc(C)nc12,15,-24,2,11,-11,-38,-1,7,2,2.4
COC(=O)c1ccc(C(=O)OC)c(NC(=O)C2CC2)c1,1,-39,5,1,4,19,1,0,3,-0.3
Cc1[nH]c(=O)[nH]c(=O)c1S(=O)(=O)N1CCN(c2cccc(Cl)c2)CC1,21,-16,0,4,-2,20,9,2,6,0.1
CCn1nc(C)cc1C(=O)N1CCCC(C(=O)c2ccc(Oc3ccccc3)cc2)C1 (stereo not drawn),-13,-6,-1,4,-2,14,-3,3,4,-0.4
CCOC(=O)c1cc(NC(=O)Nc2ccccn2)c(C)nc1C,8,-21,0,14,-2,-6,?,7,5,0.3
COc1ccc(Cl)cc1S(=O)(=O)NCc1ccncc1,2,-40,4,17,-1,31,-4,-3,-4,-0.3
S=C(c1ccc(-c2ccc(Cl)cc2Cl)o1)N1CCCC1,13,-25,1,46,2,-140,3,39,-5,2.2
COc1ccc(OC(=O)N2CCOCC2)cc1,21,-39,0,4,0,-15,0,-1,2,-0.6
CCOP(=O)(OCC)c1nc(-c2cccc3ccccc23)oc1NCc1ccccc1,18,-32,-1,-9,-8,34,0,6,1,0.6
Cc1nn(CC(=O)NCc2ccccc2)c(=O)c2ccccc12,9,2,2,-17,3,20,0,-9,3,-0.3
N#Cc1c(NC(=O)CSc2nc3ccccc3c(=O)n2Cc2ccco2)sc2c1CCCC2,28,.,.,0,.,8,-13,3,11,0.9
COc1ccc(C(=O)N/N=C(\C)Cn2cnc([N+](=O)[O-])n2)cc1,8,8,2,-14,0,-4,.,3,-5,1.4
CCOc1ccc(N2C(=O)CC(N(Cc3ccco3)C(=O)CCC(=O)O)C2=O)cc1 (stereo not drawn),19,-22,4,-17,-3,-2,-1,-9,0,-0.5
COC(=O)c1cc2sccc2n1Cc1nc(-c2cccc(Cl)c2)oc1C,7,1,-2,21,-8,7,-6,3,-7,-0.2
Cc1ccc(NC(=O)c2cc(S(=O)(=O)NCCc3ccccc3)ccc2F)cc1Cl,40,-22,-4,10,0,23,-1,9,-4,0.5
COc1ccc2c(c1)sc(N)[n+]2Cc1cc(C)cc2cccnc12,9,69*,4,-38,80*,114*,4,-32,-11,-0.8
Cc1ccc(Nc2nc(-c3sc(NC(=O)c4ccco4)nc3C)cs2)cc1,52,-7,11,6,-2,19,-1,0,7,0.7
FC(F)Oc1ccc(NC(=S)NC23CC4CC(CC(C4)C2)C3)cc1,26,-33,4,7,2,-25,3,-2,0,0.6
CCS(=O)(=O)N1CCN(c2ccc([N+](=O)[O-])c(NCC3CCCO3)c2)CC1 (stereo not drawn),19,-24,0,11,6,-9,6,-1,4,0.6
COCCNC(=S)NC1CC2CCCC(C1)N2Cc1ccco1 (stereo not drawn),29,-26,2,-1,2,0,-1,-1,-3,-0.3
COc1cc(S(=O)(=O)N2CCC(N3CCCCC3)CC2)ccc1-n1cnnn1,19,-33,-1,-4,0,17,.,-11,-3,-0.1
CCC(C)(C(=O)NC1CCCC1)N(C(=O)CNC(C)=O)c1ccccc1 (stereo not drawn),9,-3,1,12,2,1,-5,0,-6,-45
OCC1(CCc2ccccc2)CCN(Cc2cccn2-c2cccnc2)CC1,8,-10,5,1,1,-3,0,-8,3,0.2
Cc1ccc(NC(=O)CSc2nnc(C)c(=O)n2N)cc1Cl,24,3,-2,0,-3,-8,9,-5,-8,0.4
CCCCc1cc(=O)oc2cc(OCC(=O)N3CCOCC3)ccc12,24,-4,-2,-16,7,4,-6,-1,5,0.0
CCCS(=O)(=O)N1CCCC(C(=O)N2CCOCC2)C1 (stereo not drawn),-7,-29,-2,29,-11,-13,3,2,-45,0.0
CCN(CC)C(=O)C(C)OC(=O)COc1ccc(Cl)cc1C (stereo not drawn),9,8,2,0,2,-12,-1,3,-10,-0.3
O=c1[nH]c(-c2ccccc2O)nc2c1CCCC2,14,-20,-1,19,-4,-13,8,8,22,-0.2

# Shown bar-delimited: part of the list above
structure | AI-2 QS mod | KLF5 inhibitor | HSP90 inh | HSF1 activator | IEC-6 tox | aSyn 5UTR inh | HDAC3 inh | HSF1 inh | Platelet DG rel | HIF act
CCCCc1cc(=O)oc2cc(OCC(=O)N3CCOCC3)ccc12 | 24 | -4 | -2 | -16 | 7 | 4 | -6 | -1 | 5 | 0.0
O=C(COc1ccc(C(=O)NCCN2CCOCC2)cc1)Nc1cccc(C(F)(F)F)c1 | -4 | . | . | 0 | . | -5 | -1 | -4 | -6 | -0.7
COc1ccc(C(=O)N/N=C(\C)Cn2cnc([N+](=O)[O-])n2)cc1 | 8 | 8 | 2 | -14 | 0 | -4 | . | 3 | -5 | 1.4
Cc1nc2ccccc2c(=O)n1Cc1ccc([N+](=O)[O-])cc1 | -6 | -26 | 0 | 7 | -2 | 1 | 9 | 4 | 0 | -0.7
CC1=NN(c2ccccc2)C(=O)C1(C)C | 12 | 0 | -6 | -8 | 2 | 19 | 11 | 2 | -8 | -1.4
